Assay outcomes (PubChem BioAssay)
WT yeast gro inh: growth inhibition of WT yeast, mitochondrial fusion screen | mitochondrial fusion phenotypic screen, WT strain | inhibition, % at 10 µM | hit rate 2.1% among 190,000 | AID 1362; in the data active = inhibition above about 58%; tested in S. cerevisiae
Ins promoter up: MIN6 insulin promoter up-regulation; MIN6 insulin promoter-GFP reporter, high-content imaging; hits give high values; z-score at 5 µM; hit rate 0.3% among 190,000; AID 1625;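 active = z-score above 3 at 5 µM with at least 500 cells counted in the well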
human PMI inhibitors: human PMI inhibitors, high substrate, primary screen, biochemical, fluorescence intensity, high mannose 6-phosphate (AID 1220); inhibition, % at 20 µM; hits with a dose series show IC50 in µM; hit rate 0.66% among 190,000; recombinant PMI enzyme, coupled fluorescence intensity; higher % means a stronger effect
Yfh1-depleted yeast: enhancers of respiration in Yfh1-depleted yeast, dose response, Friedreich's ataxia, plus single-dose screen (AID 1465) | S. cerevisiae Yfh1-off respiration, WST-1 reduction, 72 h; higher fold induction means a stronger effect | hit rate 0.074% among 220,000 | fold induction at 50 µM; hits with a dose series show EC50 in µM;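 active = fold induction of absorbance versus untreated yeast above a set limit, then at least 30% activation at any dose in follow-up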;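 note: activators that raise dye reduction in frataxin-depleted yeast; strong numbers were not always called active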
PMI inhibitors: MPI enzyme activity inhibition – biochemical, fluorescence intensity, coupled assay, primary screen (AID 1209); inhibition, % at 20 µM, or IC50 in µM where a hit was titrated; hit rate 0.42% among 190,000; purified PMI enzyme, coupled fluorescence intensity; higher % means a stronger effect;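 note: plate controls were DMSO vehicle for no effect and wells lacking substrate for full effect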
Autophagy HCS: modulators of autophagy; MEF GFP-LC3 puncta imaging; test concentration mostly 10 µM; hit rate 0.98% among 190,000; calls only at 10 µM (by protocol);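 active = percentage of spot-positive cells more than 3 SD above its plate mean, without a fluorescence outlier flag or 80% toxicity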;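 note: spot-positive cell cutoff set from DMSO-treated cells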
Dynein cargo inh: dynein cargo transport inhibition; z-score, hits read low; AID 1381; hit rate 0.47% among 220,000; 3617.4 mouse cells, GR-EGFP nuclear translocation imaging; test concentration mostly 20 µM; stimulated with dexamethasone, 1 µM; hits give low values;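 active = plate z-score of nuclear minus cytoplasmic receptor signal below a set negative limit, without overly bright fluorescence or cell loss, cut at about -3.5 in these data, passing the limit was not always enough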;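 note: z-score of nuclear minus cytoplasmic ring GR-EGFP intensity difference per well; some compounds called inactive have numbers as strong as hits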
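Buffer or medium: Induction medium lacking tetracycline, stripped serum | Also added: Dexamethasone agonist, 1.0 µM final, for 30 min | Timing: 48 h induction, 1 h compound, 30 min dex at 37 °C | Detection: Formaldehyde fixation, Hoechst nuclear stain, 10x automated fluorescence imaging | Measure: Nuclear versus cytoplasmic GR-EGFP signal, averaged per well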
b-catenin transl: alters nuclear translocation of beta-catenin in HeLa cells | immunofluorescence imaging | nuclear translocation activity, % at 5 µM | hit rate 0.3% among 190,000 | AID 1665;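 active = nuclear translocation activity above 50% at 5 µM, with a well cell count of 50 or more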;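 note: per-cell ratio of nuclear to cytoplasmic median beta-catenin stain intensity; plate controls were DMSO negative control for no effect and GSK-3 inhibitor IX positive control for full effect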
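Assay system: human HeLa cells, native beta-catenin; doses: 5 µM primary, 0.02–20 µM confirmation; incubation: compound treatment 24 h, 37°C, 5% CO2; technique: fluorescence imaging of beta-catenin antibody stain plus DAPI; measure: % activation, nuclear-to-cytoplasmic median beta-catenin signal ratio per cell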
MT stabilizer: microtubule stabilization, imaging screen. HeLa tubulin immunostaining HCS, 24 h; share of cells brighter than vehicle mean+2SD. % tubulin-high responders, % at 10 µM. hit rate 0.83% among 200,000;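 active = plate Z-score above 3 for both tubulin-high and condensed-nucleus cell shares, with cell loss under 80%, at 10 µM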;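 note: anti alpha tubulin signal scored within the nucleus-defined area of each cell; some results filed as inactive read as strong as hits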
WT yeast gro inh mutant strain: also measured in WT yeast gro inh; calls as there; inhibition, %; mitochondrial fusion phenotypic screen, mutant strain inhibition
Dynein cargo inh cytoplasmic EGFP: second read-out of Dynein cargo inh, no call of its own (marks repeat the call); z-score; measured here: cytoplasmic GR-EGFP intensity; hits give high values
Dynein cargo inh nuclear GR-EGFP: also measured in Dynein cargo inh; calls as there; z-score; measured here: nuclear GR-EGFP intensity;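 lower value marks the stronger effect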
Dynein cargo inh cell count: second read-out of Dynein cargo inh, no call of its own (marks repeat the call); z-score; measured here: cell count per field
Ins promoter up cell count: also measured in Ins promoter up; calls as there; cell count; measured here: cytotoxicity, nuclei count;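 total cells summed across four imaged fields per well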
b-catenin transl cell count 5 µM: second read-out of b-catenin transl, no call of its own (marks repeat the call); cell count; measured here: cell count, cytotoxicity flag
MT stabilizer Hoechst-high %: also measured in MT stabilizer; calls as there; % Hoechst-high responders; measured here: nuclear condensation Hoechst responders;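 share of cells brighter than vehicle mean plus two SD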
MT stabilizer cytotoxicity %: second read-out of MT stabilizer, no call of its own (marks repeat the call); toxicity, %; measured here: cytotoxicity by cell density;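 0% = mean cell density of plate MIN control wells and 100% = no cells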
Autophagy HCS cell loss 18 h: second read-out of Autophagy HCS, no call of its own (marks repeat the call); toxicity, %; measured here: cell loss, nuclei count;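 cell loss after 18 h compound exposure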
* hit, by the source's call; i = inactive; . = no result given; & = joins results of further samples. Cut-off read from the data, not from the text of the source, unless noted: active = inhibition above about 50%; inactive = the rest.

The line under a structure holds: WT yeast gro inh, WT yeast gro inh mutant strain, Ins promoter up, Ins promoter up cell count, human PMI inhibitors, Yfh1-depleted yeast, PMI inhibitors, Autophagy HCS, Autophagy HCS cell loss 18 h, Dynein cargo inh, Dynein cargo inh cytoplasmic EGFP, Dynein cargo inh nuclear GR-EGFP, Dynein cargo inh cell count, b-catenin transl, b-catenin transl cell count 5 µM, MT stabilizer, MT stabilizer Hoechst-high %, MT stabilizer cytotoxicity %
O=C(Cc1cccs1)Nc1nnc(SCc2ccc(F)cc2)s1
    -6, -6, -0.02, 1399, 6%, ., 6%, i, 11, -0.33, -0.18, -0.36, 0.11, -0.5, 1158, 4.9, 2.1, 4.2
CCCCOc1ccc(C(=O)CCN2CCCCC2)cc1
    7, 17, ., ., 8%, i, 1%, i, -9, -0.69, -0.23, 0.18, 0.51, ., ., 3.6, 3.6, 13
O=C(Cn1cc(C(F)(F)F)cc(Cl)c1=O)Nc1cc(Cl)cc(Cl)c1
    -6, 15, -0.62, 1534, 14%, i, 4%, i, 12, 1.7, -0.028, 1.2, -0.27, -1.4, 1006, 8.8, 1.2, 5.1
CCOC(=O)c1[nH]c(CSc2nnc(-c3ccc(OC)cc3)o2)c(C(=O)OCC)c1C
    10, 0, -1.4, 950, -4%, i, -2%, i, -3, -1, -0.14, -0.19, 1.5, ., ., 3.2, 2.0, 7.6
CC(=O)[C@@H]1[C@@H]2C(=O)N(c3ccccc3F)C(=O)[C@@H]2[C@H]2c3ccccc3C=NN12
    ., ., 0.16, 1331, ., i, ., ., ., 0.85, -0.26, 0.17, -0.033, -1.0, 1106, ., ., .
CC1CCC2(CC1)NC(=O)N(Cc1cccc(C(F)(F)F)c1)C2=O (stereo unspecified)
    6, 16, -0.2, 1463, -6%, i, -5%, i, -25, -1.2, -0.21, -0.47, 0.55, 1.1, 1085, 2.4, 3.1, 6.3
O=C(Cn1c[n+](CC(=O)c2ccc([N+](=O)[O-])cc2)cn1)c1ccc([N+](=O)[O-])cc1
    ., ., 0.01&-0.46, 1088&926, ., i, ., ., ., 0.51&-1.1, -0.23&-0.69, 0.94&-0.81, -0.62&0.18, -0.1&0.2, 1396&1360, ., ., .
Cc1ccc(-c2c[n+]3c(n2-c2ccccc2)CCC3)cc1
    ., ., -4.6, 633, ., i, ., ., ., -0.16, -0.26, -0.48, 0.69, 2.2, 1206, ., ., .
Cc1cc(C)n(-c2ccc(Cl)c(C(=O)O)n2)n1
    0, 10, 0.56, 1681, 39%, i, 13%, i, 13, -1.1, 2.1, 0.088, -0.43, 0.9, 1372, 3.7, 2.6, 8.7
CCN(CC)C(=O)CSc1nc(-c2ccco2)cc(C(F)(F)F)c1C#N
    -20, 11, ., ., 6%, i, -8%, i, -6, -0.37, -0.25, -0.2, 0.064, -1.1, 1158, 3.8, 2.0, 4.1
CN(C)c1ccc2c3c(cccc13)C(=O)N(c1ccccc1)C2=O
    -10, -12, ., ., ., i, ., i, -2, -1.1, -0.17, -0.77, 0.034, -1.0, 1534, 1.0, 1.4, 3.3
CNCCCOc1cc(C)cc(C)c1C
    1, -10, 1.3, 1489, -7%, i, 2%, i, 21, -0.19, -0.33, 0.087, 1.2, -1.8, 1092, 1.6, 1.0, 5.7
Cc1cc(C)c(-n2nnnc2SCC(=O)c2cccs2)c(C)c1
    ., ., -0.1, 1025, ., i, ., ., ., 0.46, -0.13, 0.029, -1.2, 0.1, 1290, ., ., .
CC(=O)COc1cc(C)cc2oc(=O)cc(-c3ccccc3)c12
    -18, 3, -0.43, 1335, -4%, i, -3%, i, 13, -0.49, -0.25, 0.045, 0.74, -0.2, 1487, 2.5, 3.2, 3.2
CCCn1c(SCC(=O)Nc2ccc(OC)cc2[N+](=O)[O-])n[nH]c1=O
    -17, 0, -0.1, 1177, 11%, i, 1%, i, 5, -0.32, -0.25, 0.0035, -0.43, 1.4, 1117, 3.2, 2.7, 2.9
CC(NC(=O)COC(=O)c1cc(=O)[nH]c2ccccc12)c1ccccc1 (stereo unspecified)
    0, 7, 0.62, 1210, -5%, i, -2%, i, -20, 2.1, -0.16, 1.2, -1.7, -0.3, 1131, 3.9, 1.2, 1.8
CCC(=O)NC(=S)Nc1ccc(-c2nc3ccccc3s2)cc1
    3, 8, -0.04, 1802, 13%, i, 10%, i, -13, -0.83, -0.2, -0.72, -0.023, -0.8, 1088, 2.6, 1.7, 4.0
COc1ccc(CCN2CNc3c(c(=O)n(C)c(=O)n3C)C2)cc1OC
    -8, 22, 1.9, 1141, -1%, i, 14%, i, 1, 4.5, -0.11, 4.6, -2.5, -2.2, 1175, 2.4, 1.3, 10
Cc1nc(NCc2ccco2)[nH]c(=O)c1CCC(C)C
    30, 32, -0.04, 1203, 1%, i, 7%, i, 6, 0.076, -0.27, 0.23, 0.46, ., ., 2.8, 2.4, 4.7
Cc1ccc(-c2c(C)n([O-])c3c([n+]2=O)CCCCC3)cc1
    -13, -9, -0.22, 1356, -11%, i, -8%, i, -9, -0.26, -0.28, -0.51, 0.58, -0.3, 581, 1.9, 1.4, 3.9
C=CCN(C(=O)Cn1c(C(=O)OC)cc2oc(C)cc21)c1ccccc1
    -2, 2, 0.05, 1386, 17%, i, 12%, i, -25, 1.9, -0.12, 1.3, -2.2, -0.9, 1428, 3.3, 2.4, 7.7
CCc1ccc(N(C(=O)c2csnn2)C(C(=O)NC(C)(C)C)c2ccncc2)cc1 (stereo unspecified)
    -1, 43, ., ., -9%, i, -8%, i, -29, 1, 1.2, 1.1, -1, ., ., 3.3, 1.7, 4.9
CCCCc1nc2c(=O)[nH]c3ccccc3c2o1
    -9, -13, -0.36, 1642, -1%, i, 1%, i, -7, 2.9, -0.17, 1.6, -1.6, 2.4, 1417, 2.8, 1.8, 6.3
CCCc1cc2c(=O)c(-c3ccccn3)coc2cc1OC
    31, 12, ., ., -12%, i, -8%, i, 12, 1, 0.013, 0.67, -0.84, -1.4, 949, 2.2, 2.0, 3.8
O=C(CSc1nc(-c2cccs2)cc(C(F)(F)F)n1)Nc1cc(OCC(F)(F)C(F)F)cc([N+](=O)[O-])c1
    10, -1, -0.12, 1318, 2%, i, 8%, i, -13, 0.12, -0.25, 0.18, 0.58, -1.5, 1134, 5.5, 3.2, 2.3
O=C(CSc1nc2ccccc2[nH]1)NCCCn1ccnc1
    -3, -2, ., ., 0%, i, -31%, i, 23, 1.6, -0.14, 1.8, -0.84, -2.2, 1120, 3.0, 1.6, 7.9
CC(=O)Nc1ccc(C2=NNC(=NCC3CCCO3)SC2)cc1 (stereo unspecified)
    14, 2, 0.77, 1541, 16%, i, 11%, i, 8, 1.1, -0.11, 0.93, -0.72, -1.7, 1125, 7.7, 1.9, 6.3
CCC(=O)N1CCN=C1SCc1ccccc1
    11, 11, 0.88, 965, -10%, i, -8%, i, 5, -0.9, -0.23, -0.33, 0.81, ., ., 2.7, 4.2, 7.0
C=CCn1c(SCc2nc(N)nc(N(C)C)n2)nnc1-c1cccnc1
    6, 10, 1.7, 1476, 9%, ., 8%, i, 15, 1.9, -0.16, 1.7, -1.7, -2.8, 837, 4.0, 1.6, 6.5
O=S1(=O)CCN2C(c3ccc4c(c3)CCCC4)=CSC2=N1
    8, 7, 0.13, 1257, 2%, i, 6%, i, -1, 0.36, -0.25, 0.43, 0.23, -1.1, 1104, 2.0, 3.6, 7.7
COc1ccc(N(CC(=O)NC2CCCC2)C(=O)c2csnn2)cc1
    -1, 6, 0.17, 1230, -1%, i, 1%, i, -5, -0.24, -0.24, -0.11, 1.1, -1.3, 1216, 4.9, 1.7, 6.1
CSc1nc2nc3c(cc2c(=O)n1-c1cccc(C)c1)COC(C)(C)C3
    ., ., -0.34, 1475, ., i, ., ., ., 0.041, -0.12, -0.0053, 1.1, -1.9, 1102, ., ., .
O=C(O)CCc1nnc(SCC(=O)Nc2ccc(Cl)c(C(F)(F)F)c2)[nH]c1=O
    2, -13, -0.13, 1581, -5%, i, 17%, i, 7, -0.34, -0.22, -0.17, 0.21, 5.7, 886, 4.1, 2.0, 5.7
CCCCCC(=O)Nc1cccc(C2=NOC3(C2)C[C@H](C(N)=O)N(C(=O)CC)C3)c1 (stereo partly specified)
    ., ., -0.23, 905, ., i, ., ., ., 0.079, -0.78, 0.094, 0.15, -1.0, 1179, ., ., .
Cc1cc(C(=O)CSc2nnc(-c3cccs3)o2)c(C)n1-c1ccccc1
    7, -6, 0.01, 1806, 6%, i, 13%, i, 16, 0.46, -0.22, 0.51, 0.91, -3.3, 1136, 2.4, 1.7, 12
CC(=O)Nc1cc2cc(NS(=O)(=O)c3ccc(Cl)cc3)ccc2oc1=O
    ., ., 0.11, 1024, ., i, ., ., ., -0.51, -0.21, 0.15, 0.72, 0.7, 1263, ., ., .
CCc1cc2c(SCC(=O)c3cccs3)ncnc2s1
    7, 28, -0.03, 1927, 12%, i, 14%, i, -1, -0.13, -0.28, 0.062, 0.41, 0.4, 1022, 3.4, 0.5, 26
O=C(O)c1ccccc1S(=O)(=O)c1ccccc1CO
    -42, -7, 0.4, 1024, -2%, i, -2%, i, 0, -0.098, -0.22, -0.18, 0.16, -1.5, 1170, 2.2, 0.7, 4.6
O=C(O)c1ccccc1C(=O)Nc1ccc(Oc2ccc3ccccc3c2)cc1
    -4, 6, ., ., 3%, i, 5%, i, 11, -0.17, -0.22, 0.026, 0.83, 1.3, 1029, 3.8, 0.5, 1.4
COc1ccc(C2CC(=O)C3=C(C2)Nc2ccccc2NC3c2coc3ccccc3c2=O)cc1OC (stereo unspecified)
    -15, -1, 0.15, 1369, 4%, i, 15%, i, -8, 0.33, -0.1, 0.51, -0.52, -0.7, 914, 3.5, 1.9, 8.3
